Assay outcomes deposited in PubChem BioAssay by several laboratories.
STK33 kinase inh = inhibitors of human STK33 kinase | purified STK33, MBP phosphorylation, ADP-Glo luminescence | inhibition, % at 10 µM | 320,000 compounds, 0.073% hits | Q9BYT3;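 active means inhibition at or above 25%, using the most active replicate where run in duplicate; inactive means inhibition below 25%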
Target sequence (Q9BYT3 whole entry, looked up): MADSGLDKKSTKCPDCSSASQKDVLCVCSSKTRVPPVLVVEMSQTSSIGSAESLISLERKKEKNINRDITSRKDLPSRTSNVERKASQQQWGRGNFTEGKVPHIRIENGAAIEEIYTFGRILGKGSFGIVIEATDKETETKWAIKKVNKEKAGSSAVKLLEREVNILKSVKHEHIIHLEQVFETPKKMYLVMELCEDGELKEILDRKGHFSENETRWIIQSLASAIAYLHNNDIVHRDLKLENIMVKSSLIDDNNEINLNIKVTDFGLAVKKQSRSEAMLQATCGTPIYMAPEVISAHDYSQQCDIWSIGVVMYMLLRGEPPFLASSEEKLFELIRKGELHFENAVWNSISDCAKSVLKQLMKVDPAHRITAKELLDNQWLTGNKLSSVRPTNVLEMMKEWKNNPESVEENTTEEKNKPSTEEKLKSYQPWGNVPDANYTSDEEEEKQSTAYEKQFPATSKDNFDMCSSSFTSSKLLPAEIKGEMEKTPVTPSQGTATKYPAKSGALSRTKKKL
OX1R FRET antag = blocks the human orexin 1 receptor; O43613; OX1R-expressing cells, FRET antagonist read-out; inhibition, % at 6.6 µM; 330,000 compounds, 1.8% hits; AID 485270; in the data active means inhibition mostly above about 38%, no sharp cut-off; inactive means mostly below about 40%;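 further: 0% = agonist challenge alone and 100% = reference antagonist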
Target sequence (O43613 whole entry, looked up): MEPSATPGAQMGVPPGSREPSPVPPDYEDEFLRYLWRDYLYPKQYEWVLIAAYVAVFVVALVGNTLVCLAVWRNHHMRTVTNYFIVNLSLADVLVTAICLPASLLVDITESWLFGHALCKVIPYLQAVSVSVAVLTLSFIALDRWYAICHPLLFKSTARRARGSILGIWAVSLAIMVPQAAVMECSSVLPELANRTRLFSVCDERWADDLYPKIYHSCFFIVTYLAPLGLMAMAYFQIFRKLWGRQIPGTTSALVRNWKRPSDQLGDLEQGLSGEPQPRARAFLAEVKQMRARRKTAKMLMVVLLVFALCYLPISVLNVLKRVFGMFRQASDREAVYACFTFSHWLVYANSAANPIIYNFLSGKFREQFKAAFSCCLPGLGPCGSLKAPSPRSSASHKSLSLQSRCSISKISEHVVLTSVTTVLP
KCNQ2 block = KCNQ2 potassium channel inhibitors, primary screen, cell-based, CHO-K1, FluxOR thallium flux, B-score (AID 2156); 310,000 compounds, 1.1% hits; 20 min; stronger effect = lower value; B-score at 10 µM; O88943;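 active means fluorescence ratio B-score at most minus 3 library SDs, with starting brightness B-score within 2 library SDs, cut at about -5.5 in these data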
The depositor's hits bear a star; i = inactive; / = not tested or not shown.

SMILES	STK33 kinase inh	OX1R FRET antag	KCNQ2 block
COC(=O)c1ccc(N(C(=O)CNC(=O)c2ccco2)C(C(=O)NC2CCCC2)c2ccco2)cc1 (stereo not drawn)	-0.6	42	i
Cn1c(=O)c2c(SCC(=O)N3CCOCC3)nc(-c3ccccc3Cl)nc2n(C)c1=O	0.4	2	i
O=C(Cn1c(=S)[nH]c2ccccc2c1=O)N1CCN(c2ccc(F)cc2)CC1	0.0	14	i
CCOc1cc(/C=C2/N=C(C)C(C(=O)OC)=C2O)ccc1O	1.8	28	i
COCCN1C(=O)c2oc3c(C)cc(C)cc3c(=O)c2C1c1cccc(O)c1 (stereo not drawn)	0.4	40	-6.4*
Cc1ccc(NC(=O)CN2C(=O)CCSc3ccc(S(=O)(=O)N4CCCC4)cc32)cc1	-0.5	15	i
CCOC(=O)c1sc(=S)n(-c2ccc(OC)cc2)c1N	-1.1	28	i
Clc1ccc(-c2nc(NCCN3CCOCC3)c3ccccc3n2)cc1	0.0	5	i
Cc1nnc(SCC(=O)NC2CCC(C)CC2)s1 (stereo not drawn)	0.1	21	i
CC1CCN(C(=O)CSc2nnc(Cc3cccn3C)n2-c2ccc(F)cc2)CC1	-1.3	7	i
COC(=O)CN1C(=O)C2(C(C#N)=C(N)Oc3ccccc32)C2=C1CC(C)(C)CC2=O (stereo not drawn)	-2.3	4	i
O=C(NCC(=O)N1CCN(S(=O)(=O)c2ccccc2F)CC1)c1ccc(Br)o1	0.2	-10	i
CCONC(=O)Nc1ccccc1	-1.8	17	i
O=C(Nc1cccc(Cl)c1)c1ccccc1	1.2	11	/
Cc1ccccc1CNC(=O)C1CCC(=O)N(C2CCCCCC2)C1 (stereo not drawn)	0.5	22	i
Cc1cc(C)c2c3c(sc2n1)C(=O)N(c1ccccc1C)CC(=O)N3	-12	7	i
O=C(O)c1cc(N/N=C/c2cccs2)ccc1Cl	-0.3	18	i
COC(=O)c1ccccc1NC1CC(=O)N(c2c(C)cccc2C)C1=O (stereo not drawn)	-2.2	20	i
O=C(/C=C/c1ccc(OCc2cccc(Cl)c2)cc1)N1CCOCC1	0.6	23	i
CCn1ncc(C2=NOC(C(=O)Nc3cccnc3)C2)c1C (stereo not drawn)	-1.1	10	i
Cc1ccc2c(c1)N(CC(=O)NC1CCC(C)CC1)C(=O)c1cccnc1O2 (stereo not drawn)	-1.3	14	i
COc1ccc(CCCc2nnc(SCC(=O)Nc3cc(C)ccc3C)o2)cc1	0.1	22	i
Cc1cc[n+](C2=C([O-])c3ccccc3C(=O)/C2=N\S(=O)(=O)c2cccs2)cc1C	-3.6	106*	i
COc1ccccc1C(=O)Nc1ccc(OC(C)C(=O)N2CCOCC2)cc1 (stereo not drawn)	2.1	11	/
Cc1ccc(NC(=O)c2cc3nc(C)cc(C)n3n2)cc1	/	25	i
COc1ccc(/C=C/C(=O)c2c(O)cc(C)oc2=O)c(OC)c1	0.3	18	i
CCN(C(=O)CN1CCN(c2ccccc2OC)CC1)c1c(N)n(Cc2ccccc2)c(=O)[nH]c1=O	-1.1	36	i
NC(=O)NOCc1ccc(F)cc1Cl	0.0	9	i
COc1cc(C2C(C(=O)c3ccc(C)o3)=C(O)C(=O)N2CCc2ccccc2)ccc1O (stereo not drawn)	-0.4	9	i
O=C(c1ccccc1)C1C(=O)c2ccccc2C1=O	-0.8	7	i
CCCn1cc(CN2CCC(n3nccc3NC(=O)C(OC)c3ccccc3)CC2)c(C)n1 (stereo not drawn)	-2.1	1	i
COc1ccc(C(=O)NC(=S)Nc2nc(C)cc(C)n2)cc1Br	-0.6	7	i
COc1cccc(N2CCN(C(=O)c3[nH]c(C)c(C(C)=O)c3C)CC2)c1	1.0	2	i
CCOc1ccc(NC(=O)CCc2ccc(C)o2)cc1	-1.0	6	i
COc1cccc(C(=O)Oc2ccc3c(C)cc(=O)oc3c2C(C)=O)c1	0.3	13	i
CN1CCc2ccccc2Cc2[nH]c3ccccc3c2CC1	-0.2	15	/
O=C(NCc1cccc(C(F)(F)F)c1)c1ccc[nH]1	0.5	-12	i
COc1ccc(/C=C/C(=O)Nc2ccc(-n3nncc3-c3ccc(OC)c(OC)c3)cc2)cc1OC	11	31	i
C=CCNC(=O)Nc1cc(Cl)ccc1OC	-0.8	4	i
Cc1cccc(-n2nnc3cnn(C)c3c2=O)c1	0.5	18	i
CCN1CCN(CCOc2cccc(Oc3ccccc3)c2)CC1	-0.6	6	i
Cc1cc2c(cc1C)CN(c1ccccc1)C2	-1.2	14	i
O=C(Nc1ccc2c(c1)OCCO2)c1cccc(S(=O)(=O)N2CCOCC2)c1	0.8	17	i
COc1ccc(Br)cc1CNc1ccc(N2CCOCC2)cc1	0.9	7	i
COc1ccccc1NC(=O)Nc1ccccc1N1CCOCC1	0.5	2	i

As a working copy, some entries already given.
SMILES	STK33 kinase inh	OX1R FRET antag	KCNQ2 block
COc1ccc(Br)cc1CNc1ccc(N2CCOCC2)cc1	0.9	7	i
COc1ccccc1NC(=O)Nc1ccccc1N1CCOCC1	0.5	2	i

Part of the list above, limited to OX1R FRET antag:
SMILES	OX1R FRET antag
COc1cccc(C(=O)Oc2ccc3c(C)cc(=O)oc3c2C(C)=O)c1	13
CN1CCc2ccccc2Cc2[nH]c3ccccc3c2CC1	15
O=C(NCc1cccc(C(F)(F)F)c1)c1ccc[nH]1	-12

(next part)
SMILES	STK33 kinase inh	OX1R FRET antag	KCNQ2 block
COc1cc([N+](=O)[O-])cc(/C=N/NC(=O)c2cccnc2)c1O	-0.9	31	i
Cc1noc(NS(=O)(=O)c2ccc(NC(=O)C(Cl)(Cl)Cl)cc2)c1C	-1.0	6	i
CC(C(=O)N(C)C1CCCCC1)N1CCC(C(N)=O)CC1 (stereo not drawn)	-0.5	-1	i
COc1cccc(N2CCN(c3ccc4nnc(CCC(=O)Nc5cc(C)ccn5)n4n3)CC2)c1	-2.2	9	i
COC(=O)CSc1nnc(Cc2cc(=O)[nH]c(=O)[nH]2)n1-c1cccc(OC)c1	-1.1	31	i
COc1ccc(NC(=O)COc2nsnc2N2CCOCC2)cc1	-0.5	15	i
COc1ccc(C(=O)NCCSC2CCCCC2)cc1	-0.8	30	i
O=C(CCN1C(=O)C2C3C=CC(C3)C2C1=O)N1CCN(c2cccc(Cl)c2)CC1 (stereo not drawn)	-0.6	22	i
NC(=O)NNc1cccc(Cl)n1	-0.7	8	i
Cc1ccc(OCC(=O)OCC(=O)c2cccc([N+](=O)[O-])c2)cc1C	0.3	39	i
Cc1ccc(NC(=O)/C(=C\c2cccc(Br)c2)NC(=O)c2ccco2)cc1	0.2	22	i
O=C(NCC(c1ccco1)N1CCc2ccccc2C1)c1cccc([N+](=O)[O-])c1 (stereo not drawn)	-1.7	27	i
Cc1ccccc1N1CCN(C2CCCN(C(=O)c3ocnc3C)C2)CC1 (stereo not drawn)	-1.6	/	i
CCOC(=O)c1cc2c(ccn2C)n1CC(=O)N(C)C	-0.8	11	i
O=C(COC(=O)c1ccc([N+](=O)[O-])o1)NC1CCCCC1	-2.4	24*	/
CCOC(=O)Cn1c(=O)c2c(nc3n2CCN3Cc2ccccc2)n(C)c1=O	0.0	14	i
COc1ccc(C2=NS(=O)(=O)N(C)C(C(=O)Nc3ccc4c(c3)OCO4)=C2)cc1OC	0.4	11	i
Cc1ccc(NC2CC(C)NC(=S)N2)cc1 (stereo not drawn)	-1.8	9	i
CC(C)Cn1c(O)c(/C=C2\C=NN=C2c2ccccc2)sc1=S	/	13	i
CCn1c(SCC(=O)NC2CCCCC2)nc2ccccc2c1=O	-2.4	15	i
O=C1CCCC2=C1C1(CCCC1)N=C(Nc1nc3ccccc3s1)N2	-0.4	23	i
CCOc1ccccc1OC(=O)c1ccco1	1.3	7	i
CCOc1nc(N=C(N)N)nc2c(C)cccc12	2.1	28	i
Cc1ccc2oc(-c3cccc(NC(=O)c4cc(-n5cnnc5)ccc4Cl)c3)nc2c1	-0.3	9	i
CC(O)(CS(=O)(=O)Cc1ccccc1)C(=O)Nc1cccc(C(F)(F)F)c1 (stereo not drawn)	-1.4	6	i
COc1ccc2c(c1)C1(C)CC(C)(C)N2C(=O)N1c1ccccc1 (stereo not drawn)	-2.3	4	i
O=C(CSc1nn(-c2ccc(Cl)cc2)c(=S)s1)NCC1CCCO1 (stereo not drawn)	-0.3	7	i
COc1c(O)cc2oc(-c3ccc(O)cc3)cc(=O)c2c1O	6.5	39	i
Cc1ccc(CS(=O)(=O)Cc2ccc(C(=O)NCCc3ccccc3)o2)cc1	-0.2	-3	i
CC(=O)N/C(=C\c1cccc([N+](=O)[O-])c1)C(=O)NC(C)C	0.0	37	i

Entries above that contain a CF3 group:
SMILES	STK33 kinase inh	OX1R FRET antag	KCNQ2 block
O=C(NCc1cccc(C(F)(F)F)c1)c1ccc[nH]1	0.5	-12	i
CC(O)(CS(=O)(=O)Cc1ccccc1)C(=O)Nc1cccc(C(F)(F)F)c1 (stereo not drawn)	-1.4	6	i

Other compounds follow:
SMILES	STK33 kinase inh	OX1R FRET antag	KCNQ2 block
O=C(c1cccc(F)c1)N1CCN(Cc2cccc(Br)c2)CC1	2.9	10	i
COc1ccc(NC(=O)C2CCN(S(C)(=O)=O)CC2)cc1OC	0.1	-5	i
Cc1ccc(NC(=O)c2c(C(F)(F)F)nn(C)c2SCc2ccc(Cl)cc2)cc1C	0.1	16	i
CCc1cc(-c2n[nH]c(C)c2-c2ccccc2Cl)c(O)cc1OC	1.6	12	i
COc1ccc(-n2c(C)cc(C(=O)COC(=O)Cc3n[nH]c(=O)c4ccccc34)c2C)cc1	-0.4	32	i
Cc1nc(C(=O)NC2CC2)sc1C1(C)CC(c2ccccc2)=NO1 (stereo not drawn)	-0.6	10	i
O=C(c1ccc(N2CCOCC2)nc1)N1CCOCC1	-0.2	-7	i
FC(F)(F)c1ccccc1-c1nc(-c2ccncc2)no1	-1.0	-1	i
O=C(COC(=O)c1ccc([N+](=O)[O-])o1)Nc1ncc(Cl)cc1Cl	0.8	22	/
NC(=O)CN1CCCC1c1ccc2c(c1)OCCO2 (stereo not drawn)	0.2	9	i
O=C(CSc1ncn[nH]1)Nc1ccnc2ccccc12	1.0	10	i
COC(=O)CSc1ccc2c(N)c(C(=O)OC)sc2c1	0.4	13	i
CC1Sc2ccc(S(=O)(=O)CCC(=O)Nc3cc(F)ccc3F)cc2NC1=O (stereo not drawn)	-3.0	0	i
CC(=O)c1cccc(NC(=O)c2ccc(S(=O)(=O)N3CCCC3)cc2)c1	0.6	13	i
CCC(C)NC(=O)COc1ccc(Br)c(C)c1 (stereo not drawn)	-1.1	7	i
COCCCn1c(=O)c2sccc2n(Cc2cccc(F)c2)c1=O	0.0	4	i
CCOc1ccc(/C=C(\C(=O)O)c2ccc(S(=O)(=O)N3CCOCC3)s2)cc1OC	-1.2	21	i
CC(C)CC(=O)NC(NC(=S)Nc1ccccc1)C(Cl)(Cl)Cl (stereo not drawn)	-1.2	19	i
CCOc1ccc(/C=C(/NC(=O)c2ccccc2Cl)C(=O)O)cc1	-0.9	16	i
C=CCn1c(SCC(=O)NCc2cccs2)nnc1C1CCCCC1	0.9	4	i
COc1ccccc1/C=C/C(=O)Nc1cccc(C(C)=O)c1	3.9	60*	i
CCOc1ccc(CCNC(=O)COC(=O)c2ccc(Cl)nc2)cc1OCC	-1.8	9	i
CCN(C(=O)Cc1c(C(=O)O)n(CC)c2ccccc12)c1ccccc1C	-1.9	-6	i
CC(=O)c1cc(C(=O)N2CCCC(C(=O)c3ccc(Cl)cc3)C2)cs1 (stereo not drawn)	-1.1	7	i
CC(=O)N=C1SC2CS(=O)(=O)CC2N1c1c(Cl)cccc1Cl (stereo not drawn)	-1.5	8	i
COc1cc(-c2nnc(SCC(=O)Nc3ccc4c(c3)OCCO4)o2)cc(OC)c1OC	-0.4	28	i
CC1(CCc2ccc3c(c2)OCO3)NCCc2c1[nH]c1ccccc21 (stereo not drawn)	-0.2	6	i
O=c1[nH]ncc(N2CCCCCC2)c1Cl	-0.8	3	i
Cc1cccc(C)c1NC(=O)CN(C)C(=O)c1ccc2nc[nH]c2c1	0.6	8	i
Cc1ccc(NC(=O)c2ccc(CNS(=O)(=O)c3cccc(C(F)(F)F)c3)cc2)cc1	/	15	i
COc1ccc(CCN2C(=O)C3C4C=CC(C5CC45)C3C2=O)cc1OC (stereo not drawn)	-1.1	3	i
COc1cc(Br)cc2cc(C(=O)N3CCN(c4ccccn4)CC3)c(=O)oc12	-0.1	9	i
COc1ccc(-n2c(O)c(/C=N/NS(=O)(=O)c3cc(C)ccc3C)c3ccccc3c2=O)cc1OC	-3.2	25	i
CCC(C)Sc1ccc([C@H]2N[C@@](C)(C(=O)OC)[C@H]3C(=O)N(CC)C(=O)[C@@H]23)cc1OC (stereo partly drawn)	-0.5	2	/
CCC(=O)Nc1ccc(NC(=O)CSc2nc3cc4c(cc3cc2C)CCC4)cc1	-5.0	7	i
CC(C)c1ccc(Nc2nnc(SC3CCOC3=O)s2)cc1 (stereo not drawn)	-0.2	6	i
COCCn1nnnc1SCC(=O)Nc1ccc2c(c1)OCO2	-0.1	-7	i

Printed as active in OX1R FRET antag, of those listed so far:
SMILES	STK33 kinase inh	OX1R FRET antag	KCNQ2 block
Cc1cc[n+](C2=C([O-])c3ccccc3C(=O)/C2=N\S(=O)(=O)c2cccs2)cc1C	-3.6	106*	i
O=C(COC(=O)c1ccc([N+](=O)[O-])o1)NC1CCCCC1	-2.4	24*	/
COc1ccccc1/C=C/C(=O)Nc1cccc(C(C)=O)c1	3.9	60*	i
